PPARg SRC-1 ag – promotes SRC-1 coactivator recruitment by human PPARgamma; P37231; PPARgamma-SRC-1 coactivator recruitment biochemical assay; activation, % at 8 µM; 0.41% of 200,000 active; in the data active = activation above about 19%;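 note: 0% = DMSO and 100% = reference agonist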
Target sequence (P37231 whole entry, looked up): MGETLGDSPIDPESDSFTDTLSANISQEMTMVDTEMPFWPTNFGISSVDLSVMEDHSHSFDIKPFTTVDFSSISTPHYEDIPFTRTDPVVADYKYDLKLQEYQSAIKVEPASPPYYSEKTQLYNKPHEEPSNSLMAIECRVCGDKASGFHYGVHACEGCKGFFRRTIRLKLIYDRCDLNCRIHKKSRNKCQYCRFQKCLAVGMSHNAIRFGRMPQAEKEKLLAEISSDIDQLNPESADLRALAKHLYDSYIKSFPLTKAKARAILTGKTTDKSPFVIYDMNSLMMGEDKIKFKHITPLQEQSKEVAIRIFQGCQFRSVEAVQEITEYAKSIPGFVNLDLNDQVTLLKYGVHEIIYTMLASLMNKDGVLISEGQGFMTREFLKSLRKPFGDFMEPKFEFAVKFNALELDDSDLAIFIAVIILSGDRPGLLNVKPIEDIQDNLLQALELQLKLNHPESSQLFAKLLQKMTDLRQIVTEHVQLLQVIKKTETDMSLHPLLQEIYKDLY
STAT1 inh – inhibitors of IFN-gamma induced STAT1 signaling; inhibition, % at 5.5 µM; AID 920; 0.35% of 200,000 active; NIH 3T3 STAT1-luciferase reporter, luminescence;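 active = inhibition above a set limit, the mean inhibition across all tested compounds plus 3 SD, cut at about 34% in these data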;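 note: 0% = IFN-gamma with DMSO and 100% = IFN-gamma with 300 µM nifuroxazide; values of inactives mirror those of a sister screen read the other way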
STAT3 activator – increases IL-6 driven STAT3 reporter signal; U3A cells, IL-6 STAT3-luciferase reporter, luminescence; 100% = signal with IL-6 EC80 alone; activation (% of control), % at 5.6 µM; 0.91% of 190,000 active;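 active = activation above the screen-wide mean of compound activation plus 3 SD, cut at about 130% in these data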;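 note: 0% = background luminescence of wells with medium and substrate only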
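Test system: Human STAT1-deficient U3A cells with stable STAT3-luciferase reporter | Also added: Interleukin-6, 33 ng/mL | Timing: Compound pre-incubation 1 h before IL-6, then 6 h stimulation at 37 °C | Technique: Luciferase reporter luminescence | Read-out: Percent of IL-6-only median luminescence | Benchmarks: IL-6-only wells as 100% reference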
ROMK primary – modulates human ROMK potassium channel activity; P48048; Tet-inducible ROMK, thallium flux fluorescence; actives lie on both sides; B-score at 10 µM; 2% of 130,000 active; AID 1918;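 active = signal ratio slope over the read window, or its plate-corrected B-score, at least 3 SD from the plate mean, either direction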;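 note: B-score of the F/F0 ratio slope over 7 to 12 s after thallium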
Target sequence (P48048 whole entry, looked up): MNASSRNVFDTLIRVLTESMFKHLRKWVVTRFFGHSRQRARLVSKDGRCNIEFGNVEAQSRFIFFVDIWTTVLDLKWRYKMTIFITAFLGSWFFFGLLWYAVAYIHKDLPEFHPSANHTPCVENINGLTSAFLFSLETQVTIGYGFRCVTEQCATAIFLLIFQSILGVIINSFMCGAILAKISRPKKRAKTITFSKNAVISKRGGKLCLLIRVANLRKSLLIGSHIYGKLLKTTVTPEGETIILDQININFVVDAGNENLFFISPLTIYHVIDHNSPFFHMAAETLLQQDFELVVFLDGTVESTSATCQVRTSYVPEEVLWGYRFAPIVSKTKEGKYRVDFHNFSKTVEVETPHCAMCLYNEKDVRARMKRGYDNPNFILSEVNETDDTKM
STAT3 inh – inhibitors of IL-6 induced STAT3 signaling; U3A cells, IL-6 STAT3-luciferase reporter, luminescence; host cell line lacks STAT1; inhibition, % at 5.5 µM; 0.89% of 190,000 active; AID 862;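 active = inhibition above the mean inhibition across all screened compounds plus 3 SD, cut at about 44% in these data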;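 note: 0% = DMSO only wells and 100% = 100 µM nifuroxazide control wells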
bIAP inh – blocks bovine intestinal alkaline phosphatase activity; purified bovine IAP, CDP-star luminescence, 30 min; inhibition, % at 20 µM; 190,000 tested, under 10 active;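 active = over 50% inhibition of intestinal alkaline phosphatase at 20 µM in the single-dose screen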
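Assay system: bovine IAP enzyme; medium: DEA buffer 100 mM, pH 9.8, with MgCl2 1.0 mM, ZnCl2 0.02 mM; doses: 20 µM single dose; incubation: enzyme reaction for 30 min at room temperature; detection: CDP-star luminescence signal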
PPARg SRC2 recr – agonists of SRC-2 recruitment by human PPARgamma; P37231; 0.34% of 200,000 active; activation, % at 8 µM; PPARgamma LBD-SRC-2 recruitment, biochemical; in the data active = activation above about 22%;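 note: 0% = vehicle and 100% = reference agonist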
TNAP act hiacc – increases human TNAP activity under high phosphate acceptor concentration. P05186. 200,000 tested, under 10 active. purified TNAP, CDP-star luminescence, 1 M DEA, 30 min; hits give high values; 0 = EDTA background, 1 = DMSO-only activity. activation factor at 20 µM;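 active = activation factor at least 2 at 20 µM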
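Control set: EDTA negative control, DMSO positive control / Assay system: human TNAP / Quantity: TNAP 1/800 final / Evaluation: TNAP activation factor scaled between EDTA and DMSO control wells / Measured by: luminescent substrate turnover signal / Compound dosing: one dose, 20 µM / Times: 30 min enzyme reaction at room temperature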
bIAP activator – increases bovine intestinal alkaline phosphatase activity. 0.17% of 200,000 active. purified bovine IAP, CDP-star luminescence, 30 min; hits give high values; fold of DMSO-control signal, blank-subtracted. activation factor at 20 µM. AID 1016;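 active = activation factor of 2 or more at 20 µM, a signal rise over negative controls twice the positive control's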
TR-FRET SRC-2 ct – flags TR-FRET format artefacts in PPARgamma SRC-2 recruitment agonist screen | TR-FRET artefact counter-screen; hits give high values | TR-FRET ratio at 8 µM | 0.4% of 200,000 active; in the data active = TR-FRET ratio above about 2000; note: inactives centre near 1500
PPARg SRC-3 ag – PPARgamma-driven SRC-3 recruitment agonism. P37231. biochemical PPARgamma/SRC-3 coactivator recruitment assay. activation, % at 8 µM. 0.26% of 200,000 active. AID 731; in the data active = activation above about 23%;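 note: 0% = DMSO and 100% = reference agonist; some compounds past the cut are filed as inactive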
Starred values were filed as active, the others as inactive; / = no result given.

[1] CN(C(=S)Nc1ccc(Oc2ccccc2)cc1)C1CCCCC1
[2] C=CCN(C(=O)Nc1ccc2oc(C)nc2c1)c1ccccc1
[3] COC(=O)CSC1=C(C#N)C(c2ccc(Cl)cc2)C(C(=O)OC)C(=O)N1 (stereo unspecified)
[4] COc1ccc(N2CCN(Cc3cc(=O)oc4ccc(C)cc34)CC2)cc1
[5] COc1ccc(CC(=O)N(C)C2CCCCC2)cc1S(=O)(=O)N1CCOCC1
[6] CCOC(=O)N1CCN(C(=O)CSc2ccc3nnc(-c4ccncc4)n3n2)CC1

entry no.	1	2	3	4	5	6
PPARg SRC-1 ag	2.2	8.1	6.1	5.5	0.0	4.8
STAT1 inh	-3.5	-27.7	1.1	-7.3	-3.2	0.4
STAT3 activator	93.8	119.8	92.8	99.6	97.5	102.8
ROMK primary	-0.794	/	/	-0.0168	1.62	0.741
STAT3 inh	5.4	-20.9	12.2	6.4	4.2	5.3
bIAP inh	10.9	-3.0	6.3	29.2	-2.4	-1.7
PPARg SRC2 recr	1.9	-3.8	12.7	3.1	1.1	5.1
TNAP act hiacc	1.1	1	1	1	1	1
bIAP activator	0.9	1	0.9	0.7	1	1
TR-FRET SRC-2 ct	1573	1482	1702	1665	1503	1558
PPARg SRC-3 ag	0.9	2.5	0.5	2.5	2.1	0.4

[7] CC(C)(C)NC(=O)c1ccc2c3c(cccc13)CC2
[8] O=C(Nc1ccc(S(=O)(=O)NCC2CCCO2)cc1)c1ccccc1 (stereo unspecified)
[9] CC(=O)N1Cc2cc([N+](=O)[O-])ccc2Oc2ccccc21
[10] O=C(OCC(=O)N1CCc2ccccc21)c1c2c(nc3ccccc13)CCCCC2
[11] COc1ccc(Oc2ccc3c(C(F)(F)F)cc(C(F)(F)F)nc3n2)cc1
[12] O=C(c1cccc(Cl)c1)N1CCC(=O)N(C(COCc2cccc(Cl)c2)Cc2ccccc2)CC1 (stereo unspecified)

entry no.	7	8	9	10	11	12
PPARg SRC-1 ag	-1.4	-2.9	-8.2	-6.0	10.2	0.4
STAT1 inh	-3.6	10.7	-5.7	-0.5	0.5	-8.5
STAT3 activator	103.0	85.9	107.8	98.5	99.2	107.6
ROMK primary	-0.27	1.01	-1.09	/	/	-2.7
STAT3 inh	3.0	25.7	-5.3	4.4	7.0	-12.0
bIAP inh	-0.2	-5.5	-3.9	16.5	6.0	39.4
PPARg SRC2 recr	-3.1	3.9	-0.1	-2.2	6.4	1.0
TNAP act hiacc	1	1.1	1	1.1	1.1	1
bIAP activator	1	1.1	1	0.8	0.9	0.6
TR-FRET SRC-2 ct	1519	1363	1407	1634	1501	1493
PPARg SRC-3 ag	-2.2	-4.4	1.5	1.4	2.0	-0.1

[13] Cn1c(N)c(S(=O)(=O)c2ccc(Br)cc2)c2nc3ccccc3nc21
[14] COc1ccc(C(=O)NC(=S)Nc2ccc(N3CCCC3)cc2)cc1OC
[15] Cc1cc(C)c(C)c(C(=O)COC(=O)CNC(=O)CN2C(=O)c3ccccc3C2=O)c1C
[16] O=C(Nc1cccc2ncccc12)c1ccc(Br)c([N+](=O)[O-])c1
[17] CCOC(=O)N1CCN(C(=O)CSc2nnc(Cc3ccccc3)o2)CC1
[18] N=c1c2c3c(sc2ncn1Cc1ccco1)CCCCC3

entry no.	13	14	15	16	17	18
PPARg SRC-1 ag	2.0	0.2	-4.1	1.3	9.0	-6.0
STAT1 inh	2.0	10.3	1.4	-0.2	12.0	0.3
STAT3 activator	112.9	102.0	95.2	98.4	94.5	100.1
ROMK primary	/	/	0.0307	/	/	/
STAT3 inh	-8.3	-3.4	9.3	5.4	6.9	2.6
bIAP inh	2.7	0.1	22.1	12.3	-1.1	-6.8
PPARg SRC2 recr	2.1	1.2	5.0	7.9	4.0	-2.6
TNAP act hiacc	1	0.9	1	1	1	1.1
bIAP activator	1	1	0.8	0.9	1	1.1
TR-FRET SRC-2 ct	1403	1662	1853	1701	1633	1484
PPARg SRC-3 ag	-4.8	0.9	3.3	4.7	6.6	-5.3

Next part, overlapping the part above by 4 compounds.
[15] Cc1cc(C)c(C)c(C(=O)COC(=O)CNC(=O)CN2C(=O)c3ccccc3C2=O)c1C
[16] O=C(Nc1cccc2ncccc12)c1ccc(Br)c([N+](=O)[O-])c1
[17] CCOC(=O)N1CCN(C(=O)CSc2nnc(Cc3ccccc3)o2)CC1
[18] N=c1c2c3c(sc2ncn1Cc1ccco1)CCCCC3
[19] Cc1cccc(C)c1NC(=O)CSc1nnc([C@H](C)NC(=O)OC(C)(C)C)o1
[20] O=C(NCCc1ccccc1)C1c2ccccc2C(=O)N1Cc1cccs1 (stereo unspecified)
[21] COC(=O)C(C(=O)OC)C(C(C)C)C(C(=O)OC)C(=O)OC
[22] CCOC(=O)C1=C(C)NC(C)=C(C(=O)OCC)C1c1ccc(Br)o1
[23] CN(C)c1ccc(C(=O)OCC(=O)N2CCOCC2)cc1
[24] CCOC(=O)c1c(NC(=O)CN2CCCc3ccccc32)sc(C(C)=O)c1C

entry no.	15	16	17	18	19	20	21	22	23	24
PPARg SRC-1 ag	-4.1	1.3	9.0	-6.0	6.8	2.5	2.3	-3.6	9.7	10.8
STAT1 inh	1.4	-0.2	12.0	0.3	-4.7	2.5	-2.8	-4.7	-8.6	11.8
STAT3 activator	95.2	98.4	94.5	100.1	106.3	115.0	104.4	109.6	102.8	94.1
ROMK primary	0.0307	/	/	/	-0.516	-0.706	/	/	-0.443	/
STAT3 inh	9.3	5.4	6.9	2.6	-5.4	-15.7	-3.4	-8.6	4.7	11.6
bIAP inh	22.1	12.3	-1.1	-6.8	4.2	8.6	-19.1	9.3	-12.0	-2.7
PPARg SRC2 recr	5.0	7.9	4.0	-2.6	9.8	-8.1	1.9	-4.6	-7.4	2.1
TNAP act hiacc	1	1	1	1.1	1.1	1.1	1	1	1	1
bIAP activator	0.8	0.9	1	1.1	1	0.9	1.2	0.9	1.1	1
TR-FRET SRC-2 ct	1853	1701	1633	1484	1776	1702	1510	1370	1453	1598
PPARg SRC-3 ag	3.3	4.7	6.6	-5.3	6.7	1.5	1.6	-1.1	1.8	1.7

[25] O=C(CSc1ncnc2c1cnn2CCc1ccccc1)Nc1cccc(C(F)(F)F)c1
[26] CC(=O)NS(=O)(=O)c1ccc(NC(=O)/C=C/c2ccccc2Cl)cc1
[27] CCOC(=O)c1cc2c(=O)n3ccccc3nc2n(CCOC)c1=NC(=O)c1c(-c2c(F)cccc2Cl)noc1C
[28] COc1ccccc1C(=O)Nc1ccc(S(=O)(=O)NC2=NCCCCC2)cc1
[29] Nn1c(Cc2cccc3ccccc23)nnc1SCn1nnc2ccccc2c1=O
[30] COc1cc(/C=C2\SC(=S)N(CCC(=O)Nc3ccccc3)C2=O)cc(OC)c1OC

entry no.	25	26	27	28	29	30
PPARg SRC-1 ag	-3.8	1.6	8.8	16.4	2.0	4.3
STAT1 inh	-0.7	-4.7	8.1	-2.6	8.0	-6.0
STAT3 activator	105.7	91.6	101.5	73.2	105.6	107.8
ROMK primary	0.00225	/	0.16	0.304	/	-1.81
STAT3 inh	-6.5	17.9	1.8	37.8	-5.3	-3.7
bIAP inh	/	6.4	-1.3	1.9	12.0	-1.6
PPARg SRC2 recr	3.8	2.1	7.7	13.2	2.5	-2.1
TNAP act hiacc	1	1	1	1	1	1
bIAP activator	0.4	0.9	1	1	0.9	1
TR-FRET SRC-2 ct	1380	1498	1585	1668	1479	1559
PPARg SRC-3 ag	-3.0	-8.9	2.2	4.4	2.2	3.1

[31] CCOC(=O)C1C(c2ccccc2)NC(=S)NC1(C)O (stereo unspecified)
[32] NC(=O)c1cccnc1Nc1cccc([N+](=O)[O-])c1
[33] COCCCn1nnnc1SCC(=O)N1c2ccccc2CC1C (stereo unspecified)
[34] C/C(=N\NC(=O)c1nn(C)c(C)c1Br)c1ccc(NC(=O)c2ccccc2F)cc1
[35] CCN(CC)S(=O)(=O)c1ccc(N2CCOCC2)c(NC(=O)c2ccc(C#N)cc2)c1
[36] c1ccc(Cn2nnnc2C(c2cccs2)N2CCOCC2)cc1 (stereo unspecified)
[37] Cc1ccc(S(=O)(=O)N2CCCC(C(=O)N(Cc3cccs3)C3CC3)C2)cc1 (stereo unspecified)
[38] CCCCN(C(=O)CC(c1ccccc1)c1ccccc1)c1c(N)n(CCC)c(=O)[nH]c1=O

entry no.	31	32	33	34	35	36	37	38
PPARg SRC-1 ag	10.1	6.7	0.8	-1.0	10.9	5.1	4.9	7.0
STAT1 inh	-7.0	-38.9	-8.8	-62.3	-15.4	0.6	3.0	0.7
STAT3 activator	104.4	111.9	100.7	79.9	106.3	101.0	102.7	94.2
ROMK primary	0.937	/	-0.142	1.14	0.62	/	/	/
STAT3 inh	1.5	-10.2	1.4	26.4	-6.4	5.2	3.4	2.0
bIAP inh	0.6	7.1	6.8	5.3	0.2	-4.0	-11.8	-6.9
PPARg SRC2 recr	8.1	-3.3	-1.6	5.7	-1.9	0.2	0.4	5.9
TNAP act hiacc	1	1	1	1	1.1	1	1	1
bIAP activator	1	0.9	0.9	0.9	1	1	1.1	1.1
TR-FRET SRC-2 ct	1825	1495	1441	1518	1636	1549	2180*	1632
PPARg SRC-3 ag	6.4	0.3	-0.6	2.7	5.0	-5.8	-1.4	-5.3
